High-throughput results: PubChem, NCI
NCI-60 one-dose screen, 48 h, at 10 µM unless noted. Numbers give growth in % (100 = growth as untreated, 0 = no growth, -100 = all killed).
786-0: 786-0 renal cancer cells | 81,000 compounds, 5.1% hits | AID 1794775
A498: A498 renal cancer cells. 76,000 compounds, 5.4% hits
TK-10: TK-10 renal cancer cells; 81,000 compounds, 3.9% hits
CAKI-1: CAKI-1 renal cancer. 75,000 compounds, 4.7% hits. AID 1794772
UO-31: UO-31 renal cancer; 81,000 compounds, 5.2% hits; AID 1794768
ACHN: ACHN renal cancer; 81,000 compounds, 4.9% hits
SN12C: SN12C renal cancer cells; 81,000 compounds, 3.8% hits
RXF 393: RXF 393 renal cancer cells | 77,000 compounds, 6.9% hits | AID 1794773
* hit, by the source's call; . = no result given. Rule for the calls: active = growth percent below 10; inactive = the rest.

Preview (12 entries):
SMILES | 786-0 | A498 | TK-10 | CAKI-1 | UO-31 | ACHN | SN12C | RXF 393
O=C1N[C@@H]2[C@@H](O)[C@@H](O)[C@H](O)C[C@H]2c2cc3c(cc21)OCCO3 | 102 | 108 | 103 | 94 | 93 | 105 | 105 | 116
CNC(=O)c1ccccc1Nc1nc(Nc2cc(OC)c(OC)c(OC)c2)ncc1Br | -18* | -88* | -31* | 2.5* | -18* | 13 | -41* | -65*
O=C(/C=C/c1ccc(F)cc1)c1ccc(O)cc1 | 95 | 101 | 106 | 87 | 92 | 102 | 92 | 105
COC(=O)CN(Cc1cn(Cc2ccccc2)nn1)C(=O)c1cccc2c(=O)c3ccccc3n(Cc3cn(Cc4ccccc4)nn3)c12 | 97 | 90 | 118 | 83 | 75 | 99 | 96 | 93
C=C(CN1CC=CCC1)[C@@H]1CC[C@]2(C(=O)OC)CC[C@]3(C)[C@H](CC[C@@H]4[C@@]5(C)CC[C@H](OC(C)=O)C(C)(C)[C@@H]5CC[C@]43C)[C@@H]12 | 109 | 113 | 121 | 81 | 86 | 102 | 93 | 101
Clc1ccc(Nc2nnc(-c3c[nH]c4ccccc34)o2)cc1 | 90 | 120 | 121 | 51 | 50 | 74 | 54 | 90
C#C[C@]1(O)CC[C@H]2[C@@H]3CC=C4c5sc(N6CCCCC6)nc5CC[C@]4(C)[C@H]3CC[C@@]21C | 64 | 98 | 139 | . | 105 | 98 | 95 | .
CC1(C)CC[C@]2(C(=O)N3CCNCC3)CC[C@]3(C)C(=CC[C@@H]4[C@@]5(C)CC[C@H](OC(=O)c6cccnc6)C(C)(C)[C@@H]5CC[C@]43C)[C@@H]2C1 | 92 | 66 | 105 | 93 | 87 | 107 | 99 | 118
COc1ccc(/C=C(\c2cc(OC)c(OC)c(OC)c2)c2nnc(-c3ccc(Br)cc3)o2)cc1 | . | 73 | 101 | 85 | 67 | 105 | 105 | 96
C=C1C(=O)O[C@H]2[C@H]1CC/C(COC(=O)C(=O)c1c[nH]c3ccc(OC)cc13)=C\CC[C@@]1(C)O[C@@H]21 | -91* | -99* | -57* | -57* | -96* | -67* | -49* | -93*
CC(=O)Nc1cccc(C2=CC(c3ccc(C)cc3)n3ncnc3N2)c1 (configuration not stated) | 95 | 94 | 110 | 106 | 80 | 97 | 101 | 96
Cc1ccc(N2CCN(CCCN3CCN(c4ccc(Cl)cc4)CC3)CC2)cc1 | 85 | 106 | 92 | 81 | 64 | 92 | 80 | 86

Main list, from the start:
SMILES | 786-0 | A498 | TK-10 | CAKI-1 | UO-31 | ACHN | SN12C | RXF 393
O=C1N[C@@H]2[C@@H](O)[C@@H](O)[C@H](O)C[C@H]2c2cc3c(cc21)OCCO3 | 102 | 108 | 103 | 94 | 93 | 105 | 105 | 116
CNC(=O)c1ccccc1Nc1nc(Nc2cc(OC)c(OC)c(OC)c2)ncc1Br | -18* | -88* | -31* | 2.5* | -18* | 13 | -41* | -65*
O=C(/C=C/c1ccc(F)cc1)c1ccc(O)cc1 | 95 | 101 | 106 | 87 | 92 | 102 | 92 | 105
COC(=O)CN(Cc1cn(Cc2ccccc2)nn1)C(=O)c1cccc2c(=O)c3ccccc3n(Cc3cn(Cc4ccccc4)nn3)c12 | 97 | 90 | 118 | 83 | 75 | 99 | 96 | 93
C=C(CN1CC=CCC1)[C@@H]1CC[C@]2(C(=O)OC)CC[C@]3(C)[C@H](CC[C@@H]4[C@@]5(C)CC[C@H](OC(C)=O)C(C)(C)[C@@H]5CC[C@]43C)[C@@H]12 | 109 | 113 | 121 | 81 | 86 | 102 | 93 | 101
Clc1ccc(Nc2nnc(-c3c[nH]c4ccccc34)o2)cc1 | 90 | 120 | 121 | 51 | 50 | 74 | 54 | 90
C#C[C@]1(O)CC[C@H]2[C@@H]3CC=C4c5sc(N6CCCCC6)nc5CC[C@]4(C)[C@H]3CC[C@@]21C | 64 | 98 | 139 | . | 105 | 98 | 95 | .
CC1(C)CC[C@]2(C(=O)N3CCNCC3)CC[C@]3(C)C(=CC[C@@H]4[C@@]5(C)CC[C@H](OC(=O)c6cccnc6)C(C)(C)[C@@H]5CC[C@]43C)[C@@H]2C1 | 92 | 66 | 105 | 93 | 87 | 107 | 99 | 118
COc1ccc(/C=C(\c2cc(OC)c(OC)c(OC)c2)c2nnc(-c3ccc(Br)cc3)o2)cc1 | . | 73 | 101 | 85 | 67 | 105 | 105 | 96
C=C1C(=O)O[C@H]2[C@H]1CC/C(COC(=O)C(=O)c1c[nH]c3ccc(OC)cc13)=C\CC[C@@]1(C)O[C@@H]21 | -91* | -99* | -57* | -57* | -96* | -67* | -49* | -93*
CC(=O)Nc1cccc(C2=CC(c3ccc(C)cc3)n3ncnc3N2)c1 (configuration not stated) | 95 | 94 | 110 | 106 | 80 | 97 | 101 | 96
Cc1ccc(N2CCN(CCCN3CCN(c4ccc(Cl)cc4)CC3)CC2)cc1 | 85 | 106 | 92 | 81 | 64 | 92 | 80 | 86
C=C1C(=O)O[C@H]2[C@H]1CC/C(COC(=O)OCCCCCO)=C\CC[C@@]1(C)O[C@@H]21 | 93 | 107 | 70 | 67 | 77 | 46 | . | 66
CN(C)c1ccc(C(=NO)c2ccc(N(C)C)cc2)cc1 | 57 | 31 | 57 | 24 | 67 | 51 | 45 | 34
COc1cc(/C=C/C(=O)N2CCN(CC(=O)N3CCCC3)CC2)cc(OC)c1OC | 108 | 99 | 122 | . | 80 | 99 | 112 | 124
CCOc1ccc(C(=O)OCCCl)cc1 | 104 | 94 | 103 | 103 | 99 | 106 | 106 | 107
O=C(c1ccccc1)c1ccc(Sc2ccccc2)cc1 | 93 | 75 | 92 | . | 88 | . | 96 | 115
CCCCOC(=O)CCCCC(=O)OC(C)C(=O)OCCCC (configuration not stated) | 103 | 97 | 93 | 108 | 97 | 105 | 105 | 123
COC(=O)c1c2c(c(C)[n+]([O-])c1C)C(=O)C(NCc1ccc(Br)cc1)=CC2=O | 49 | . | 84 | 46 | 61 | 33 | 4.8* | 41
O=C(CN1CCCCC1)N1c2cccc3cccc(c23)N(C(=O)CN2CCCCC2)C1c1cn(-c2ccccc2)nc1-c1cccc([N+](=O)[O-])c1 | . | 72 | 116 | 60 | 63 | 89 | 74 | 51
CN1C(=O)CCC1C(=O)NCc1cccc(C(F)(F)F)c1Cl (configuration not stated) | 98 | 83 | 98 | 99 | 89 | 105 | . | 107
O=C(Nc1ccc([N+](=O)[O-])cc1)OCC#CC#CCOC(=O)Nc1ccc([N+](=O)[O-])cc1 | 61 | 50 | 43 | 40 | 32 | 55 | 62 | 79
Cc1c[nH]n2c(-c3ccccc3)cc(C)c(C#N)c2n[nH]1 | 104 | 128 | 109 | 100 | 89 | 103 | 104 | 116
CCOC(=O)C1=C(C(=O)c2ccccc2)C(c2cccc(OC)c2)NC(=S)N1 (configuration not stated) | 109 | 91 | 110 | 89 | 81 | 97 | 99 | 126
COc1ccc(-c2nnc(COc3ccc(Cl)cc3Cl)o2)cc1OC | -71* | 16 | -8.7* | 58 | -36* | 14 | 12 | -57*
Cc1ccc(NC(=O)c2ccc(N3CCN(CCO)CC3)cc2)cc1NC(=O)c1coc2nc(N)nc(N)c12 | 103 | 111 | 90 | . | 92 | 108 | 105 | 120
COc1cc(C(=O)OCCCN2CCCN(CCCOC(=O)c3cc(OC)c(OC)c(OC)c3)CC2)cc(OC)c1OC | 74 | 65 | 107 | 71 | 45 | 94 | 68 | 79
Cc1oc(-c2ccccc2Cl)cc1C(=O)Nc1nccs1 | 57 | 100 | 130 | 95 | 90 | 73 | 84 | 87
CC(=O)NC(O)C(Cl)Cl (configuration not stated) | 112 | 94 | 97 | 92 | 93 | 105 | 110 | 113
CCCCCCCC(=O)Nc1nc2[nH]c(CN3CCN(Cc4cccc(I)c4)CC3)c(CN3CCN(Cc4cccc(I)c4)CC3)c2c(=O)[nH]1 | -98* | 46 | -92* | . | -100* | -99* | -87* | -96*
CC(C)Cc1cc(CNC(=O)C2[C@H]3CN(C(=O)Cc4ccccc4)C[C@@H]23)nn1-c1ccccc1 (some centres not stated) | 92 | 82 | 78 | . | 72 | 98 | 101 | 99
COc1ccc2sc(NC(=O)CCCCCCNC(=O)C(O)(O)C(F)(F)F)nc2c1 | 13 | -35* | -12* | -16* | -14* | -27* | 10 | -48*
Cc1cc(=O)oc2cc(OCCCCOc3ccc(/C=C/C(=O)Nc4ccccc4)cc3)ccc12 | 61 | 121 | 122 | 92 | 85 | 80 | 91 | .
Cc1cc(N2CCC(C)CC2)nc(N2CCN(CC(=O)Nc3ccc4c(ccn4Cc4ccccc4)c3)CC2)n1 | 79 | 75 | 94 | 75 | 42 | 84 | 69 | 52
COc1cc(F)ccc1/C=C/C(=O)/C=C(/C=C/c1ccc(F)cc1OC)OB(F)F | 111 | 109 | 116 | 75 | 78 | 81 | 86 | 88
COc1ccc(/C=N\NC(=O)c2cnn(CC(O)c3ccccc3)c2N)cc1 (configuration not stated) | 103 | 79 | 103 | 74 | 72 | 92 | 97 | 114
N#Cc1nc2c(S(=O)(=O)c3ccc(Cl)cc3)c(N)n(Nc3cccc(Cl)c3)c2nc1C#N | 44 | 49 | 36 | 88 | 63 | 68 | 57 | 46
CC(=O)Nc1ccc(-c2cn(-c3cccc(C(=O)Nc4ccc(F)c(C(F)(F)F)c4)c3)nn2)cn1 | 80 | 114 | 109 | 74 | 123 | 56 | 13 | .
CC(O)CN(C)Cc1ccccc1 (configuration not stated) | 100 | 83 | 97 | . | 98 | . | 96 | 103
COc1cc(C2CC(c3ccc(Cl)cc3)=NN2C(C)=O)ccc1Oc1ccnc2cc(Cl)ccc12 (configuration not stated) | 34 | 69 | 37 | 26 | 57 | 19 | 71 | 46
Cc1cc(C)c(NS(=O)(=O)c2ccccc2)c(C)n1 | 115 | 102 | 116 | 90 | 86 | 104 | 95 | 113
O=C(CCCl)OCCOc1ccccc1 | 99 | 89 | 100 | 102 | 88 | 106 | 104 | 112
C[C@H](c1nc2ccccc2[nH]1)[C@H]1CC[C@H]2[C@@H]3CCC4=CC(=O)CC[C@]4(C)[C@H]3CC[C@]12C | 93 | 100 | 115 | 98 | 79 | 112 | 88 | 101
O=C(c1ccccc1)N1N=C(c2ccc(-n3ccc(C(F)(F)F)n3)c(F)c2)CC1c1ccc[nH]1 (configuration not stated) | 97 | . | 99 | 98 | 90 | 110 | 101 | 112
CN(C)CCc1c[nH]c2ccc(C[C@H]3COC(=O)N3)cc12 | 104 | 108 | 113 | 95 | 71 | 100 | 110 | 114
S=C(S)Nc1cccc(Cl)c1 | 101 | 109 | 132 | 100 | 100 | 98 | 103 | 108
Cc1ccc(C(=O)Nc2c(C)cccc2C)cc1 | 103 | 106 | 104 | 83 | . | 98 | 94 | 99
Cc1[nH]nc2c1C(c1cc3ccccc3nc1Cl)C(C#N)=C(N)O2 (configuration not stated) | 100 | . | 98 | 95 | 92 | 96 | 104 | 124
CN1C[C@@H](c2ccc(Cl)cc2)[C@]2(NC(=S)N(c3ccc(F)c(Cl)c3)C2=O)[C@@]12C(=O)NC1C=CC(Cl)=C[C@H]12 (some centres not stated) | -68* | 67 | 82 | . | 26 | . | -63* | 21
O=C1CCC(N2Cc3cc(CC(=O)Nc4ccc(N5CCCCC5)cc4)ccc3C2=O)C(=O)N1 (configuration not stated) | 43 | 13 | 68 | 88 | 21 | 92 | 47 | .
(cont.)
SMILES | 786-0 | A498 | TK-10 | CAKI-1 | UO-31 | ACHN | SN12C | RXF 393
O=C(OC(c1ccccc1)c1nccc2ccccc12)c1ccccc1 (configuration not stated) | 110 | . | 96 | 72 | 69 | 108 | 92 | 106
O=C1Nc2ccccc2/C1=C/C(=O)c1cc2ccccc2oc1=O | 117 | 223 | 102 | 76 | 46 | -48* | 99 | 91
Cc1cccc(/C=C/c2nn3c(-c4cccnc4)nnc3s2)c1 | 86 | 96 | 88 | 89 | 87 | 108 | 100 | 97
O=C(O)Cn1cc(I)c(=O)c(I)c1 | 104 | 106 | 105 | 102 | 79 | 110 | 103 | 107
CCOc1ccc2nc(-c3cccc(OCC(=O)NC(C)C)c3)nc(Nc3ccc(-c4cn[nH]c4)cc3)c2c1 | -12* | 47 | 47 | 28 | -13* | 7.5* | 19 | -44*
CCN1CCN(C(=O)[C@]23CCC(C)(C)C[C@H]2C2=CC[C@@H]4[C@@]5(C)CC/C(=N/O)C(C)(C)[C@@H]5CC[C@@]4(C)[C@]2(C)CC3)CC1 | 58 | 85 | 136 | 54 | 37 | 28 | 16 | 81
CCC(C)(C)c1ccc(O)c(CNCCO)c1 | 102 | 92 | 104 | 88 | 101 | 120 | 104 | 88
Cc1cc(O)c(C(C)C)cc1N=Cc1cc(Cl)ccc1O | 124 | 91 | 118 | 96 | 79 | 101 | 101 | 120
O=C(CSc1ncccc1C(=O)O)Nc1ccc(Oc2ccccc2)cc1 | 100 | 97 | 105 | 96 | 78 | 107 | 102 | 107
Cc1ccc(/C=N/O)cc1 | 106 | . | 107 | 101 | 98 | 108 | 112 | 117
CC(=O)Nc1cccc(C(C)=O)c1 | 102 | 91 | 93 | 104 | 84 | 108 | 101 | 111
NC(CSC(c1ccccc1)(c1ccccc1)c1ccc(-c2ccccc2)cc1)C(=O)O (configuration not stated) | 95 | 85 | 125 | 92 | 84 | 98 | 84 | 90
Cc1ccccc1[C@H]1C(C(=O)c2ccc(Cl)cc2)C2(N[C@@H]1c1ccccc1)C(=O)Nc1ccc(Br)cc12 (some centres not stated) | -41* | 44 | 42 | 23 | 14 | 7.1* | -82* | -29*
CCCCCNCCO | 106 | . | 98 | 96 | 100 | 118 | 113 | 111
COc1cc(CCn2nnc3c(Nc4ccc(N5CCN(C)CC5)cc4)ncnc32)cc(OC)c1 | 92 | 70 | 127 | 101 | 98 | 104 | 102 | .
N#Cc1c(NN)nc(=S)[nH]c1-c1ccco1 | 101 | 96 | 106 | 87 | 69 | 81 | 93 | 120
Fc1ccc(/C=C/c2cc(/C=C/c3ccc(F)cc3)n(-c3cc(F)cc(F)c3)n2)cc1 | 77 | 96 | 82 | 91 | 83 | 99 | 102 | 112
CN(C(=O)c1cc(S(=O)(=O)Nc2cccc(Cl)c2)c(O)c(O)c1O)c1ccc(N(C)C(=O)c2cc(S(=O)(=O)Nc3cccc(Cl)c3)c(O)c(O)c2O)cc1 | 94 | 107 | 87 | . | 69 | 78 | 83 | 102
